Bioassay records as filed in PubChem BioAssay.
PfG6PD inh: PfG6PD (Plasmodium falciparum) enzyme inhibition. PfGluPho enzyme, NADPH resazurin-diaphorase fluorescence. 0.78% of 350,000 active. inhibition, % at 20 µM. AID 504690;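 active means inhibition reaching at least a set limit at 20 µM in the primary screen, cut at about 59% in these data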;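 further: 0% = DMSO wells with substrate and 100% = DMSO wells lacking glucose-6-phosphate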
SENP7 block: blocks the human protease SENP7; Q9BQF6; inhibition, % at 5 µM; recombinant SENP7, Z-RLRGG-aminoluciferin luminescence, 40 min; 1.5% of 330,000 active;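 active means inhibition above about 50% at the single test dose, limit read from the data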;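 further: plate controls were DMSO with enzyme for no effect and no enzyme buffer wells for full effect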
Target sequence (Q9BQF6 706-1050 limits assumed): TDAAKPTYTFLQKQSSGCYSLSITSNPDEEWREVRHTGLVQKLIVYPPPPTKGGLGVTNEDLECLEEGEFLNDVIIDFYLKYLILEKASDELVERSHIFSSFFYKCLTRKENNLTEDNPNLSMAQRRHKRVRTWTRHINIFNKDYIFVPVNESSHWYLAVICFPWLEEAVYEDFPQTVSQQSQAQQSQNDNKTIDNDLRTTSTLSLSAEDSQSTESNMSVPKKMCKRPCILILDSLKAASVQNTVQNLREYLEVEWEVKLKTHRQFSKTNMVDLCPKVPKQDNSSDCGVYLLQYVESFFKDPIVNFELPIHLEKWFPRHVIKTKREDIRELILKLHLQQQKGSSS
GRIN3A LBD mod: NR3A (human) ligand-binding domain modulation. 2.5% of 340,000 active. NR3A LBD differential scanning fluorimetry, Tm shift; 0% = protein alone, 100% = glycine-bound protein. Tm shift relative to glycine control, % at 25 µM;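 active means melting temperature shift of at least 10% of the positive control shift, at one fixed dose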
SENP8 block: blocks human SENP8 cleavage of Nedd8 substrate | Q96LD8 | 0.64% of 360,000 active | recombinant SENP8, Nedd8 substrate fluorescence | inhibition, % at 20 µM; in the data active means inhibition mostly above about 40%, no sharp cut-off; inactive means mostly below about 27%
Target sequence (Q96LD8 whole entry, looked up): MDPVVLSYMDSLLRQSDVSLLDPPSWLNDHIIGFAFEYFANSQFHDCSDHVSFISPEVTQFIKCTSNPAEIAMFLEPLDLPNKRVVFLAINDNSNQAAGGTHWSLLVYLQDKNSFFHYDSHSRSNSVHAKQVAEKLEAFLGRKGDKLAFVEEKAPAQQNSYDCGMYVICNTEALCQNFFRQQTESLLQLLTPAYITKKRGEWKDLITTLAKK
SENP6 block: blocks the human protease SENP6; Q9GZR1; 1.8% of 330,000 active; inhibition, % at 10 µM; AID 2599; Recombinant SENP6 catalytic domain, aminoluciferin luminescence;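 active means inhibition above about 50% at the single tested dose, limit read from the data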;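 further: plate controls were DMSO wells with enzyme for no effect and DMSO wells lacking enzyme for full effect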
Target sequence (Q9GZR1 628-1112 limits assumed): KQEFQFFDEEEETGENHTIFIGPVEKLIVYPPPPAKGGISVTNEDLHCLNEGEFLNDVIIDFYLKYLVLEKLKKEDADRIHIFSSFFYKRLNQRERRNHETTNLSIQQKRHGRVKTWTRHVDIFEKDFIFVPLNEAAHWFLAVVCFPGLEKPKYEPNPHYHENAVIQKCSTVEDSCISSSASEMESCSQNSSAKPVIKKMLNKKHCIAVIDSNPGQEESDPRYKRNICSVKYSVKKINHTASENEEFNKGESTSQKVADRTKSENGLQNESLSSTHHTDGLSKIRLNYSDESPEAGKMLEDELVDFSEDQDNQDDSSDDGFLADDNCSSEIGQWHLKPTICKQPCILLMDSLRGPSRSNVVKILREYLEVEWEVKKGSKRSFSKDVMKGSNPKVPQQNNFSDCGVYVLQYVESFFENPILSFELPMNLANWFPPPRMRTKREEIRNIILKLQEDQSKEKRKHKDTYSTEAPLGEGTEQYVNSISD
ATG4B inhibitor: ATG4B (human) cysteine protease inhibition. Q9Y4P1. ATG4B cleavage of LC3-PLA2, NBD-HPC fluorescence, 1 h. inhibition, % at 8.33 µM. 0.51% of 340,000 active. AID 504462; in the data active means inhibition above about 40%
HKDC1 inhibitor: inhibitors of human hexokinase HKDC1. Q2TB90. recombinant HKDC1, G6PDH/diaphorase resazurin coupled fluorescence. inhibition, % at 20 µM. 0.16% of 340,000 active;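 active means inhibition above about 35% when tested at 20 µM, limit read from the data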;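 further: plate controls were DMSO wells with enzyme for no effect and DMSO wells lacking enzyme for full effect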
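Test system: recombinant HKDC1 (HK5) hexokinase enzyme, produced in-house; Amount: enzyme 5 µg/mL final; Buffer or medium: Tris pH 8.0 buffer with MgCl2, Tween-20, BSA, BME; Reagent: glucose and ATP substrates; Doses: 20 µM test compound, 1% DMSO; Incubation: 90 min reaction incubation at room temperature, dark; Detection: resorufin fluorescence at 613 nm.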
MPTP block: blocks calcium-induced mitochondrial swelling | 1.4% of 360,000 active | inhibition, % at 10 µM | isolated mouse mitochondria, Ca2+ swelling absorbance, 30 min | AID 602449;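 active means inhibition of 50% or more, scaled per plate between neutral and stimulator controls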;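 further: 0% = DMSO wells given calcium and 100% = 1 mM EGTA wells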
* marks the source's active call; other numbers are inactive results; . = not tested or not shown.

SMILES	PfG6PD inh	SENP7 block	GRIN3A LBD mod	SENP8 block	SENP6 block	ATG4B inhibitor	HKDC1 inhibitor	MPTP block
COc1ccc(Cl)cc1NC(=O)CCN1CCN(C)CC1	11	0	3	-256	5	0	-6	-0.5
CN(C(=O)CC1C(=O)NCCN1Cc1ccccc1F)C1CCOCC1 (stereo unspecified)	-8	-9	2	-112	1	5	-1	0.2
CN(C(=O)C1CCCN(c2ncnc3c2nc2n3CCCCC2)C1)c1cccc(Cl)c1 (stereo unspecified)	-14	4	-1	9	-2	16	0	0.1
Cc1ccc2c(c1)c(C)c(C)n2CC(O)Cn1nc(C)c(Br)c1C (stereo unspecified)	0	-2	-2	10	0	12	6	3.3
N=Nc1c(O)n(CC(=O)Nc2ccccc2)c2ccccc12	8	-15	-1	18	0	3	-4	-0.6
CC1(CCc2ccccc2)NC(=S)N(c2ccc(Cl)cc2)N1 (stereo unspecified)	-1	8	-3	12	3	1	-2	0.7
Cc1cc(=O)[nH]c(SCCOc2cccc(C(F)(F)F)c2)n1	18	10	.	10	17	-13	14	0.2
CN(c1ccc(OCC(=O)OCc2nnc(-c3ccccc3)o2)cc1)S(=O)(=O)c1ccc(Cl)cc1	4	-7	0	-8	2	-17	-2	-3.7
c1coc(-c2nn3c(-c4ccco4)nnc3s2)c1	-11	11	0	10	-3	6	-2	1.4
CCCCN(C(=O)CCC(=O)Nc1cc(C)on1)C(C(=O)NC1CCCC1)c1ccccc1C (stereo unspecified)	42	7	-1	11	9	8	-6	0.3
CCN1CCN(c2ncnc3scc(-c4ccc(C)cc4)c23)CC1	-4	7	-3	8	-9	3	-3	0.0
CCOc1ccc(NS(=O)(=O)c2cc(C(=O)NCC3CCCO3)ccc2Cl)cc1 (stereo unspecified)	0	0	-1	-1	-7	-1	-8	0.6
COc1cccc(/C=N/NC(=O)CNC(=O)/C=C\c2ccccc2)c1O	-25	14	-1	-72	9	-9	-14	-3.0
CCOC(=O)CC1NC(=O)c2ccccc21 (stereo unspecified)	-11	4	1	12	-7	1	4	-1.6
Cn1c(SCc2ccccc2)nc(C(F)(F)F)cc1=O	-16	-9	-3	9	-18	6	6	1.6
Cc1ccc(NC(=O)CCNS(=O)(=O)c2ccccc2)cc1S(=O)(=O)N1CCOCC1	-12	7	-2	6	-7	4	-2	-0.9
CC(=C\c1ccccc1)/C=C1/SC(=O)N(CCCC(=O)Nc2ccc(C(=O)O)cc2)C1=O	4	-9	-1	0	3	1	-10	-3.0
COC(C(=O)Nc1ccnn1C1CCN(Cc2cnn(C)c2)CC1)c1ccccc1 (stereo unspecified)	-4	11	-2	6	-11	-1	-5	-0.7
Cc1ccccc1NC(=O)c1cccc(NC(=O)c2c(C(=O)O)cccc2[N+](=O)[O-])c1	-5	-1	0	13	-15	-2	-5	1.6
O=C(Nc1nccs1)c1nc(-c2ccccc2)n(-c2ccccc2)n1	7	8	-1	-42	21	-12	-4	0.1
Cc1cc(NC(=O)Cn2nc(C(=O)O)c3ccccc3c2=O)ccc1Br	7	10	-4	8	-3	-7	-1	1.0
O=C(N/N=C/c1cccc2ccccc12)c1ccncc1	23	-7	-16	-14	-8	-10	0	3.5
C=CC[C@@H](CC(=O)N[C@@H](CO)Cc1ccccc1)C(=O)NC[C@H](OC(=O)[C@@H](CC=C)Cc1ccc(F)cc1)c1ccccc1	14	19	-6	20	-14	-4	-4	0.3
COC(=O)c1sc2ncccc2c1OCc1cccc(Cl)c1	27	-9	-3	-91	-4	3	8	0.6
COc1ccc(CC(=O)NC(C)c2nnc(SCC(=O)Nc3ccccc3)n2C)cc1 (stereo unspecified)	-3	-4	0	0	14	-11	-1	-2.0
NC(=O)C1(c2ccccc2)CCCN1C(=O)c1ccccc1Br (stereo unspecified)	-1	2	0	8	5	-4	-9	-0.5
COC(=O)NNC(=O)c1ccc(C)cc1	7	2	0	21	16	-3	-8	0.1
O=C(NC(Cc1ccccc1)C(=O)O)/C(=C/c1ccc([N+](=O)[O-])cc1)NC(=O)c1ccccc1Br (stereo unspecified)	-1	-7	-3	11	-11	-5	-10	-0.1
O=C(NC1CCSc2ccccc21)c1cccc(OC(F)F)c1 (stereo unspecified)	1	0	-2	10	-12	7	1	-1.0
O=C(Nc1ccccc1)c1ccccc1Oc1ccc(C(F)(F)F)cc1[N+](=O)[O-]	0	-6	-10	19	7	9	-3	4.5
Clc1nc(NCCc2ccccc2)c2cn[nH]c2n1	-8	.	-6	-21	.	-11	-1	0.5
CCOc1ccc(-c2n[nH]c(C)c2-c2ccccn2)c(O)c1	-22	-2	0	17	-5	-3	2	2.2
O=C(COC(=O)/C=C/C(=O)N1CCN(c2ccccc2)CC1)NCc1ccc(F)cc1	10	-2	0	11	12	-4	2	1.2
CC(C)(Oc1ccc(Cl)cc1)C(=O)N/N=C/c1cn[nH]c1-c1ccccc1	20	3	-1	20	13	-1	-4	0.3
O=C(CCc1nc2ccccc2c(=O)[nH]1)NNC(=O)c1ccccc1Cl	-4	-1	0	-30	-6	-4	2	0.1
O=C(NCc1ccccc1)c1ccc(CS(=O)(=O)Cc2ccccc2F)o1	-5	0	0	10	-1	-3	-4	2.7
Cc1cccc(-c2c(O)cc(=O)[nH]c2Cl)c1	-15	-5	1	9	14	-9	-8	3.3
Cc1cccc(C)c1N1C(=O)c2ccccc2C1=O	-1	3	0	13	6	5	-5	0.8
COCCNC(=O)c1c[nH]c2ccc(S(=O)(=O)Nc3ccccc3F)cc2c1=O	-17	10	-1	-52	-3	-6	-5	-0.1
Cc1cc(N/N=C/c2ccncc2)nc2ccccc12	0	.	0	-15	.	-15	-4	-2.3
O=C(O)c1cccc(CSc2ncn[nH]2)c1	-10	-4	2	19	-16	-2	-6	-0.1
COc1cccc(N(C(=O)CNC(=O)c2ccco2)C(C(=O)NC2CCCCC2)c2cccnc2)c1 (stereo unspecified)	-18	-1	-1	5	-18	-1	-6	0.2
COc1ccc(-n2cc(C(=O)c3cc(Cl)ccc3O)cc(C#N)c2=O)cc1	-7	-4	-12	-151	-22	-1	-6	-0.4
CCOc1ccc(CC(=O)Nc2cc(=O)n(C)c(=O)n2C)cc1	-6	4	0	10	3	2	-4	0.3
CCNC(=O)N(C)c1nncnc1C(=O)NC	-2	5	2	16	2	5	-5	-2.5
O=C(CN1C(=O)c2ccccc2C1=O)Nc1ccccc1C(=O)NC1CCCCC1	-1	-7	7	7	-7	-9	3	0.0
CC1(NC(=O)c2cccc(S(=O)(=O)N3CCCc4ccccc43)c2)CCS(=O)(=O)C1 (stereo unspecified)	-1	-3	2	-4	4	-5	1	-2.3
Cc1ccc(C(=O)OC(C)CN2C(C)CCCC2C)cc1 (stereo unspecified)	11	4	3	18	-7	1	-2	1.0
CN(C)CCCC1(O)c2ccccc2C=Cc2ccccc21	-9	3	0	0	1	-16	1	-0.5
COC(=O)Cc1cc(=O)oc2c(C)c(O)ccc12	-20	1	3	-277	-11	7	-7	0.0
CC1(C(=O)NC23CC4CC(CC(C4)C2)C3)CC1(Cl)Cl (stereo unspecified)	0	5	1	17	-3	3	-9	0.8
O=C(Oc1cccnc1)c1cc(S(=O)(=O)N2CCCCC2)ccc1Cl	-1	-11	0	9	-28	17	8	0.1
COC(=O)COc1ccc(C2NC(=O)NC(C)=C2C(=O)NCc2ccccc2)cc1OC (stereo unspecified)	-14	1	0	2	-6	-1	5	-0.2
CC(C)(C)NC(=O)CSc1ncccc1-c1nc2ccccc2[nH]1	-4	5	-1	-278	-16	-2	1	2.4
Cc1ccc(OCCNC(=O)CCNS(=O)(=O)c2ccc3ccccc3c2)cc1	0	-5	1	0	-6	-17	-2	0.2
Cc1nn(Cc2ccccc2)c(Cl)c1C(=O)NCc1ccc(C)n1C	15	2	0	-15	-11	3	-6	2.6
Cc1cccc(C(=O)NNC(=O)C(=O)NC(C)(C)C)c1	-10	6	2	-16	-3	-2	0	-0.7
COc1cccc(CNC(=O)CCl)c1	-6	-4	0	12	-25	-6	-7	-0.9
CC(NC(=O)CSc1ncccn1)c1ccc(Cl)cc1Cl (stereo unspecified)	17	-7	-1	2	-4	2	-7	0.3
CCCCn1c(N)c(C(=S)NC(=O)CC(C)C)c(=O)n(C)c1=O	-16	.	-4	18	.	-5	-1	-0.1

Random excerpt: four entries already listed, in no set order.
SMILES	PfG6PD inh	SENP7 block	GRIN3A LBD mod	SENP8 block	SENP6 block	ATG4B inhibitor	HKDC1 inhibitor	MPTP block
COC(=O)Cc1cc(=O)oc2c(C)c(O)ccc12	-20	1	3	-277	-11	7	-7	0.0
CCOC(=O)CC1NC(=O)c2ccccc21 (stereo unspecified)	-11	4	1	12	-7	1	4	-1.6
COc1cccc(/C=N/NC(=O)CNC(=O)/C=C\c2ccccc2)c1O	-25	14	-1	-72	9	-9	-14	-3.0
O=C(NC1CCSc2ccccc21)c1cccc(OC(F)F)c1 (stereo unspecified)	1	0	-2	10	-12	7	1	-1.0

The list goes on.
SMILES	PfG6PD inh	SENP7 block	GRIN3A LBD mod	SENP8 block	SENP6 block	ATG4B inhibitor	HKDC1 inhibitor	MPTP block
COc1cccc(C(=O)COC(=O)COc2c(C)cc(C)cc2C)c1	-8	-8	2	12	-19	-26	3	-0.7
O=C(O)c1cccc(-n2c(/C=C/c3ccccc3)nc3ccccc3c2=O)c1	-20	6	1	-14	-25	0	3	-1.3
COc1cc2c3c(c1)C(C)=CC(C)(C)N3C(=O)C2=O	-5	-3	1	0	0	3	3	0.6
COCCCNC(=O)C(=O)Nc1cc2c3c(c1)CCC(=O)N3CCC2	0	5	0	23	1	15	2	1.1
O=C(CCc1ccccc1)Nc1ccc(Cl)cn1	14	3	-1	15	-18	-7	0	-4.5
C=CCn1cnc2scc(-c3ccc(C)cc3)c2c1=O	3	0	0	18	3	-11	-3	2.6
Cc1cc([N+](=O)[O-])c(C)cc1-c1ccc(/C=N/n2cnnc2)o1	8	-4	-1	13	25	-3	-3	3.4
S=c1[nH]ccn1-c1cccc(Cl)c1	15	2	0	2	-5	12	-6	0.3
O=C(NCc1cccc(C(F)(F)F)c1)C1CC(c2ccccc2F)=NO1 (stereo unspecified)	14	2	1	7	0	2	-3	2.4
COc1cc2c(C#CCCCO)c(-c3ccsc3)oc(=O)c2cc1OC	9	-13	-2	-326	-9	-26	2	-0.9
CC(C)C[C@H]1CN([C@@H](CC(C)C)CN2CCC[C@@H]2CN2C(=O)C(=O)NC[C@@H]2Cc2ccccc2)C(=O)C(=O)N1CCc1ccccc1	-8	.	0	7	.	.	5	1.7
Cc1cccc(Oc2ccccc2NC(=O)C2=COCCO2)c1	-22	6	0	2	-5	6	-3	-1.4
O=C(NN=C1c2ccccc2-c2ccccc21)c1ccccn1	3	0	-3	-36	-14	-15	-5	-0.4
CCOC(=O)C1=CN(CC)S(=O)(=O)NC1c1ccc2ccccc2c1 (stereo unspecified)	14	-8	2	13	.	-3	-2	1.1
COc1ccc(/C(C)=N/NC(=O)c2ccc(N(C)C)cc2)cc1	-7	2	2	-35	13	3	-3	-0.3
CC1CCN(C(=O)Oc2ccccc2)CC1	2	6	-1	1	3	-2	-5	-1.1
c1ccc(-n2cc(CN3CCCC(CN4CCCC4)C3)c(-c3ccc4c(c3)OCO4)n2)cc1 (stereo unspecified)	6	-2	-2	-19	7	14	-6	-3.4
O=C(Nc1ccc2c(c1)C(=O)NC2=O)c1ccccc1	-22	5	1	-454	2	8	10	0.1

Three compounds out of the list above, ordered by their value in MPTP block, rising:
| Molecule | PfG6PD inh | SENP7 block | GRIN3A LBD mod | SENP6 block | ATG4B inhibitor | HKDC1 inhibitor | MPTP block |
| --- | --- | --- | --- | --- | --- | --- | --- |
| COc1ccc(-n2cc(C(=O)c3cc(Cl)ccc3O)cc(C#N)c2=O)cc1 | -7 | -4 | -12 | -22 | -1 | -6 | -0.4 |
| Cc1ccccc1NC(=O)c1cccc(NC(=O)c2c(C(=O)O)cccc2[N+](=O)[O-])c1 | -5 | -1 | 0 | -15 | -2 | -5 | 1.6 |
| O=C(N/N=C/c1cccc2ccccc12)c1ccncc1 | 23 | -7 | -16 | -8 | -10 | 0 | 3.5 |
